CatB block = inhibitors of human cathepsin B; P07858; purified cathepsin B, fluorogenic substrate, fluorescence; inhibition, %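 (tested at 10 µM)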; 63,000 compounds, 0.1% hits; in the data active = inhibition above about 21%;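 also: 0% = enzyme with no compound and 100% = no enzyme blank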
C1s inh = human complement C1s inhibition; P09871; purified C1s, fluorogenic AMC substrate, pooled mixtures; mean inhibition % of two 10-compound mixtures (stronger effect = higher value), % at 5 µM (by protocol); 62,000 compounds, 0.16% hits; AID 538;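 active = inhibition above 20% in each of the two 10-compound mixture wells holding the compound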;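 also: 0% = enzyme wells lacking compound mixture and 100% = no-enzyme blank wells; some compounds called inactive have numbers as strong as hits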
Cathepsin G inh = inhibitors of human cathepsin G | P08311 | purified enzyme, AMC-tetrapeptide fluorescence, pooled mixtures | inhibition, % at 5 µM (by protocol) | 62,000 compounds, 0.2% hits;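 active = inhibition above 20% in each of the two mixture wells holding the compound; inactive = inhibition of 20% or less in either well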;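 also: 0% = enzyme control without mixture and 100% = blank lacking enzyme; strong numbers were not always called active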
CatB mix inh = inhibitors of human cathepsin B in compound mixtures. P07858. Purified cathepsin B, AMC dipeptide fluorescence. inhibition, %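 (ten-compound pools at 5 µM per compound and 50 µM total)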. 62,000 compounds, 0.06% hits. AID 488; in the data active = inhibition above about 22%, passing the limit was not always enough;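 also: 0% = enzyme without compound and 100% = no enzyme blank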
FXIa mix inh = inhibitors of human coagulation factor XIa, pooled mixtures. P03951. purified FXIa, fluorogenic substrate. inhibition, % at 5 µM. 62,000 compounds, 0.19% hits. AID 680;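 also: each value is inhibition by a whole ten-compound pool holding the compound; 0% = enzyme with no mixture and 100% = wells lacking enzyme; strong numbers were not always called active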
FXIIa inh mix = factor XIIa (human) inhibition, mixture screen | purified FXIIa, fluorogenic substrate, pooled mixtures | inhibition, % at 5 µM | 62,000 compounds, 0.2% hits | AID 684;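 also: 0% = enzyme without compound and 100% = no enzyme blank; some results filed as inactive read as strong as hits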
Target sequence (P00748 20-372 limits assumed): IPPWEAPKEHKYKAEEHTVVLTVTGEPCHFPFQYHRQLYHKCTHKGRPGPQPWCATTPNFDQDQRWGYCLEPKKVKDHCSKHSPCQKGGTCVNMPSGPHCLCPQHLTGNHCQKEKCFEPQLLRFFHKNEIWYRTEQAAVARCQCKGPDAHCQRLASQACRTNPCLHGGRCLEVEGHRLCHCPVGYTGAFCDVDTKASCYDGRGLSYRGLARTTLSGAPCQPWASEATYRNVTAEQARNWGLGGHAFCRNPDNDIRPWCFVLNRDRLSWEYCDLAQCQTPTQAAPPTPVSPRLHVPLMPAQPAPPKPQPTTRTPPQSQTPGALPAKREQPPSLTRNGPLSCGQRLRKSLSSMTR
Target sequence (P00748 373-615 limits assumed): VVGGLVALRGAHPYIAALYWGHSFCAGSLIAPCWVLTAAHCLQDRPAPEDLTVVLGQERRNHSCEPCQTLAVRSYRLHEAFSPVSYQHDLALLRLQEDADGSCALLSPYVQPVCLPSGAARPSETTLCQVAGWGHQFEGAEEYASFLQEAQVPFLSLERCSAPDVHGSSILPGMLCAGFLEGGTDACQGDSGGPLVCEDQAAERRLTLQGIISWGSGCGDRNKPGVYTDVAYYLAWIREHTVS
Abs 340nm = compound absorbs light at 340 nm | compound absorbance at 340 nm, fold over control | fold change at 10 µM | 65,000 tested, under 10 active | AID 708;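 active = at 10 µM dose, initial 340 nm absorbance at least 2 fold that of control wells; inactive = change under 2 fold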;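 also: initial absorbance extrapolated from kinetic A340 decline of NADH oxidation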
CatL inh = blocks human cathepsin L protease activity. purified cathepsin L, fluorogenic substrate, fluorescence. inhibition, %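 (tested at 10 µM)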. 58,000 compounds, 0.17% hits. P07711. AID 460; in the data active = inhibition above about 45%;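 also: 0% = enzyme with no compound and 100% = no enzyme blank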
CatS block = inhibitors of human cathepsin S; P25774; recombinant cathepsin S, AMC dipeptide fluorescence, pooled mixtures; inhibition, %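 (tested at 5 µM per compound within 10-compound mixtures)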; 62,000 compounds, 0.06% hits; AID 501; in the data active = inhibition above about 32%, passing the limit was not always enough;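 also: 0% = enzyme without compound and 100% = blank without enzyme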
Active calls of the source: *; x = not tested or not shown. Rule as the data show it, unless noted: active = inhibition above about 20% (passing the limit was not always enough); inactive = the rest.

SMILES	CatB block	C1s inh	Cathepsin G inh	CatB mix inh	FXIa mix inh	FXIIa inh mix	Abs 340nm	CatL inh	CatS block
CC(C)OCCCNC(=O)c1c(N)n(Cc2cccs2)c2nc3ccccc3nc12	-3	-46	-5	3	0	11	1	-27	-9
COC(=O)C(O)(c1ccc2c(c1)CCCN2)C(F)(F)F (stereo not given)	2	12	7	2	4	14	1	x	-2
CCCC(C)C1(CC)C(=O)NC(=Nc2ccc(F)cc2)NC1=O (stereo not given)	0	4	4	-3	11	-19	1	-9	-2
COc1ccc(CN2CCN(C(=O)Cc3ccccc3)CC2)c(OC)c1	1	15	-8	3	4	1	1	0	6
COc1ccc(C2=NCC(=O)N(CC(=O)NCc3ccco3)c3sc4c(c32)CCCC4)cc1	-3	3	1	6	5	6	1	-7	3
O=C(C1CCCN(c2nnc(-n3cccc3)s2)C1)N1CCC2(CC1)OCCO2 (stereo not given)	4	3	1	3	-2	-19	0.98	2	10
CC(=O)N(C1=NCCCS1)c1ccccc1F	-1	-4	-3	-1	13	0	1	19	10
CCOC(=O)C(O)(c1ccc(N)c(OC)c1)C(F)(F)F (stereo not given)	2	-4	6	2	3	4	0.98	2	2
Cc1c2cnn(CC(=O)N3CCC4(CC3)OCCO4)c(=O)c2c(C)n1Cc1ccccc1F	6	13	7	-1	7	3	1	9	0
CC(C)(C)P(=O)(c1ccncc1)N1CCCC1 (stereo not given)	-1	-1	3	5	7	2	0.97	10	16
O=C(c1ccc2c(c1)ncn2C1CCCCC1)N1CCC2(CC1)OCCO2	2	11	13	-2	5	-3	1	12	-5
O=C(O)C1CSC(c2cccnc2)N1 (stereo not given)	3	-1	11	4	5	14	1	-11	-5
COC(=O)c1c(C)[nH]c(C(=O)C(Cc2ccccc2)N(C)C)c1C (stereo not given)	5	11	12	3	4	-13	1	9	14
O=C(Cn1ncc2c3ccccc3n(Cc3ccccc3)c2c1=O)N1CCC2(CC1)OCCO2	-2	-2	-1	-3	6	-7	1	5	0
C=CCn1c(O)c(C(CC)=Nc2ccccc2NC(C)=O)c(=O)[nH]c1=O	2	-22	1	3	-9	-13	1	4	8
CCCCN1C(=O)NC(=O)C2(Cc3ccccc3N3CCOCC32)C1=O (stereo not given)	2	2	5	-1	11	5	1	x	12
CCOc1ccc(-n2c(CC)nc3ccccc3c2=O)cc1	0	2	6	2	0	-17	1	1	-1
O=C(Nc1ccccc1)NC1CC2CCC(C1)N2 (stereo not given)	x	15	9	6	12	8	0.99	x	14
COc1cccc(CNC2CN3CCC2CC3)c1OC (stereo not given)	x	-1	12	-3	9	-39	1	x	-4
Cc1ccc2c(c1)CC1(CN2C)C(=O)NC(=O)N(CCC2=CCCCC2)C1=O (stereo not given)	2	11	9	3	4	7	1	-2	5
O=c1cccc2n1CC1CC2CN(C(c2cccc(F)c2)c2sc3ncnn3c2O)C1 (stereo not given)	-1	-3	9	3	-1	6	1	6	8
CC12CN3CC(C)(CN(C1)C3c1ccncc1)C2=O (stereo not given)	7	0	5	2	0	8	0.98	14	1
OC1(c2ccc(F)cc2)CCNC1 (stereo not given)	2	-143	10	-13	5	7	1	x	-16
c1cncc(C2CCCCN2Cc2ccc3c(c2)OCO3)c1 (stereo not given)	1	2	11	0	5	9	1	8	1

Some of these compounds in order of length of the SMILES, smallest number first:
SMILES	CatB block	C1s inh	Cathepsin G inh	CatB mix inh	FXIa mix inh	FXIIa inh mix	Abs 340nm	CatL inh	CatS block
O=C(O)C1CSC(c2cccnc2)N1 (stereo not given)	3	-1	11	4	5	14	1	-11	-5
CC(=O)N(C1=NCCCS1)c1ccccc1F	-1	-4	-3	-1	13	0	1	19	10
COc1cccc(CNC2CN3CCC2CC3)c1OC (stereo not given)	x	-1	12	-3	9	-39	1	x	-4
CC12CN3CC(C)(CN(C1)C3c1ccncc1)C2=O (stereo not given)	7	0	5	2	0	8	0.98	14	1
CCCC(C)C1(CC)C(=O)NC(=Nc2ccc(F)cc2)NC1=O (stereo not given)	0	4	4	-3	11	-19	1	-9	-2
O=C(c1ccc2c(c1)ncn2C1CCCCC1)N1CCC2(CC1)OCCO2	2	11	13	-2	5	-3	1	12	-5
C=CCn1c(O)c(C(CC)=Nc2ccccc2NC(C)=O)c(=O)[nH]c1=O	2	-22	1	3	-9	-13	1	4	8

Additional entries follow.
SMILES	CatB block	C1s inh	Cathepsin G inh	CatB mix inh	FXIa mix inh	FXIIa inh mix	Abs 340nm	CatL inh	CatS block
OC(c1ccc(F)cc1)C(c1ccccc1)N1CCOCC1 (stereo not given)	4	2	1	1	9	-18	1	13	7
c1ccc2c(CN3CCCCCCC3)c[nH]c2c1	2	5	0	3	3	-17	1.1	1	13
Nc1c(C(=O)NC2CCCC2)c2nc3ccccc3nc2n1CC1CCCO1 (stereo not given)	-1	-17	9	5	1	6	1	-83	-11
CC(C(N)=O)N1CC(c2ccccc2)CC1=O (stereo not given)	1	4	10	1	2	3	0.98	-5	-1
O=C(c1cc2ccccn2n1)N1CCC2(CC1)OCCO2	1	8	9	3	22	10	1.1	18	6
CCNCC1(c2ccc(OC)c(OC)c2)CCCC1	1	9	7	4	-5	10	1	2	2
CC1=[N+]([O-])C2(N)CCc3nonc3C2(O)C1 (stereo not given)	x	16	7	1	4	-14	1.1	x	-3
O=c1[nH]c2ccccc2n1C1CCN(CCCC(c2ccc(F)cc2)c2ccc(F)cc2)CC1	8	6	11	5	8	1	0.97	27	13
Cc1n[nH]c(C)c1CCN	0	2	-3	2	1	-4	1	6	15
O=C(O)C(O)(c1ccccc1)C1CCCC1 (stereo not given)	2	-1	-1	1	30	-8	1	2	0
CCOC(=O)C(O)(c1cn(C)c2ccccc12)C(F)(F)F (stereo not given)	2	0	9	2	2	8	0.98	6	-5
CN1C(=O)C(Cc2cccc3ccccc23)C(=O)N(C)C1=O	0	1	9	-7	2	8	0.97	29	8
CCOC(=O)CN1C(=O)C2(C(C#N)=C(N)Oc3ccccc32)C(C(=O)OC)=C1C (stereo not given)	4	-14	-7	2	4	9	1.1	10	13

Source: PubChem (several laboratories)

This is a subset; count on the stated rates, not on these rows.
